Assay outcomes: PubChem BioAssay, National Center for Advancing Translational Sciences (NCATS)
IkB signaling – suppresses IkB signaling in ABC-DLBCL reporter cells; ABC-DLBCL IkBa-CBG/CBR dual luciferase ratio, 4 h; response scale: scaled: untreated 0%, proteasome inhibitor 100%; Potency, µM (doses to about 57.1 µM), inactives show at the highest dose IkBa stabilization activation; 0.04% of 110,000 active; AID 445; active = well fitted curve in the direction sought with a large enough effect in the signal ratio, not every such curve was filed as active; inconclusive = small, poorly fitted or top-dose-only effect, or a change in a side signal; the % refers to the signal ratio;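 also: the direction sought is a rising ratio; 0% = basal untreated cells and 100% = reference inhibitor full response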
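Curves were fitted separately to fusion (green), unfused (red) and ratio luminescence, then classed by r2, magnitude and activity. Cells: OCI-Ly3, 4 h compound plus doxycycline at 37C; 10 uM MG-132 defined full response.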
Peg3 imprint – genomic imprint erasure induction; AID 1948; 0.02% of 110,000 active; mouse ES Peg3-LacZ reporter, beta-gal luminescence, 40 h; Potency, µM (top dose mostly 60.7 µM), for inactives: at the highest dose activity change, positive = activation, actives largely listed as activators;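 also: 0% = negative control wells on the plate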
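Each well holds 300 Peg3LacZ-Neo (maternal) female ES cells incubated 40 h at 37C, 5% CO2. LacZ is measured by BetaGlo luminescence, with AC50 and maximum efficacy derived from dose-response curves.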
p53ts 32C kill – cytotoxicity in p53ts cells at permissive temperature; H1299-p53A138V at 32C, ATP luminescence viability, 24 h; Potency, µM (doses to about 46.1 µM), for inactives: at the highest dose activity change, negative = cytotoxicity, usual class: cytotoxic; 0.93% of 130,000 active;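 also: 0% = DMSO and -100% = full killing by reference compound; nearly all actives have a fitted effect of over 55% in size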
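H1299-p53 A138V cells (temperature-sensitive p53) exposed 24 h to up to 46 uM compound at 32C, where p53 is wild-type in conformation. Viability read as ATP luminescence and normalised to DMSO and 100 uM tamoxifen. AC50 fitted with the Hill equation.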
p53ts 39C kill – cytotoxicity in p53ts cells at nonpermissive temperature | H1299-p53A138V viability at 39C, ATP luminescence, 24 h | Potency, µM (doses to about 46.1 µM), for the others: at the top dose activity change, negative = cell killing, usual class: cytotoxic | 1.5% of 130,000 active; also: nearly all actives have a fitted effect of over 55% in size
* hit, by the source's call; ? = inconclusive; . = not tested or not shown; [ ] = dose if it differs, or a comment. Unless noted, calls follow the shape of the dose curve; as a rule, active = well fitted curve in the direction sought with a large enough effect; inconclusive = small, poorly fitted or top-dose-only effect, or another doubt; inactive = no such curve, though single readings can be large; an effect the other way counts as inactive or inconclusive. Unless noted, % is scaled to controls: 0 for no effect and ±100 for the full control effect; potency is read from the fitted curve at half-maximal effect.

Preview, two compounds:
1	CCn1c(NC(=O)c2cccs2)nc2ccccc21
2	COc1cc2c(cc1OC)C(c1cc3cc4c(cc3[nH]c1=O)OCO4)N(C(=O)C(C)C)CC2 (stereo unspecified)

Compound	1	2
IkB signaling	6.8%	.
Peg3 imprint	-4%	.
p53ts 32C kill	-16%	-8%
p53ts 39C kill	-18%	5%

Results, from the start:
1	CCn1c(NC(=O)c2cccs2)nc2ccccc21
2	COc1cc2c(cc1OC)C(c1cc3cc4c(cc3[nH]c1=O)OCO4)N(C(=O)C(C)C)CC2 (stereo unspecified)
3	CC[C@@H]1OC(=O)[C@H](C)[C@H](O[C@@H]2C[C@](C)(OC)[C@H](O)[C@H](C)O2)[C@H](C)[C@H](O[C@@H]2O[C@@H](C)C[C@@H](N(C)C)[C@@H]2O)[C@](C)(O)C[C@H](C)[C@@H]2N[C@H](COCCOC)O[C@H]([C@@H]2C)[C@]1(C)O
4	CC(OC(=O)c1cccs1)C(=O)NCc1cccs1 (stereo unspecified)
5	CCn1nnnc1SCCSc1nnnn1CC
6	COc1ccccc1CNC(=O)CSc1nc2nc(C)cc(C)n2n1

Compound	1	2	3	4	5	6
IkB signaling	6.8%	.	-0.8%[25.6 µM]	0.1%	-2.4%	-0.5%
Peg3 imprint	-4%	.	-5%[16.8 µM]	-4%	9%	-10%
p53ts 32C kill	-16%	-8%	2%[20.6 µM]	6%	-4%	13%
p53ts 39C kill	-18%	5%	14%[20.6 µM]	-1%	11%	2%

7	COc1cc(CNC(=O)CSCc2nc3cccnc3n2C2CCCCC2)cc(OC)c1OC
8	Cc1c(C(=O)NCc2ccc(F)cc2)oc2ccc(S(=O)(=O)N3CCCCC3)cc12
9	Cc1ccc(CNC(=O)CN2C(=O)CCc3cc(S(=O)(=O)N4CCCCC4)ccc32)cc1
10	CCOC(=O)c1[nH]nc2c1C(=O)N(Cc1ccccc1)C2=O
11	CSc1nc2ccc(NS(=O)(=O)c3ccc4c(c3)OCCO4)cc2s1
12	Cc1ncsc1CCSc1n[nH]c(=O)n1-c1ccccc1

Compound	7	8	9	10	11	12
IkB signaling	-3.4%	?	1.2%	0.1%	?	-2.2%
Peg3 imprint	?	-12%[10.9 µM]	-8%[10.9 µM]	-10%	?	-12%
p53ts 32C kill	3%	-10%	2%	5%	24%	13%
p53ts 39C kill	0%	-26%	-3%	-9%	16%	8%

13	Cn1c(=O)c2c(nc(NCCc3ccccc3)n2Cc2ccccc2Br)n(C)c1=O
14	Cc1nc2ccn(Cc3cccs3)c(=O)c2cc1C(=O)NCc1ccccc1
15	Cn1c(=O)c2cc(S(=O)(=O)NC(Cc3ccccc3)C(=O)Nc3ccc(F)cc3)ccc2n(C)c1=O (stereo unspecified)
16	O=C(Cn1nnc(-c2ccccc2)n1)c1ccccc1
17	CCCN1CCCc2cc(CN(CCCN3CCOCC3)C(=O)Nc3ccc(CC)cc3)ccc21
18	O=C(C1CCCN(S(=O)(=O)c2ccc(Br)s2)C1)N1CCN(c2ccccc2)CC1 (stereo unspecified)

Compound	13	14	15	16	17	18
IkB signaling	3.7%	0.7%	?	4.5%	-4.2%	?
Peg3 imprint	-4%[10.9 µM]	-7%[10.9 µM]	-6%[10.9 µM]	-10%	-10%[10.9 µM]	-11%[10.9 µM]
p53ts 32C kill	-5%	-20%	-2%	-7%	-15%	12%
p53ts 39C kill	1%	12%	8%	-1%	?	-23%

19	CCCC(C(=O)NCc1ccco1)N(C(=O)CNS(=O)(=O)c1ccc(Cl)cc1)C1CCCC1 (stereo unspecified)
20	c1cncc(-c2nc(-c3ccco3)cs2)c1
21	COc1ccc2[nH]cc(CCNC(=O)Nc3ccccc3C)c2c1
22	COc1ccc(/C=C/C(=O)Nc2sc3c(c2C(N)=O)CCCC3)cc1
23	CCCNC(=O)CCSc1nc(-c2ccc3c(c2)OCO3)cc(C(F)(F)F)n1
24	CCCCn1c(=O)n(CC(=O)Nc2ccc(C)c(Cl)c2)c(=O)c2c1ncn2Cc1ccco1

Compound	19	20	21	22	23	24
IkB signaling	?	?	?	?	0.0%	3.1%
Peg3 imprint	-10%	-9%	0%[10.9 µM]	-6%[10.9 µM]	-2%[10.9 µM]	-24%
p53ts 32C kill	22%	5%	0%	-5%	-7%	1%
p53ts 39C kill	42%[activator]	-4%	9%	-2%	6%	-1%

An excerpt of these results, with two lines to a compound.
Every second line gives: IkB signaling | Peg3 imprint | p53ts 32C kill | p53ts 39C kill
19	CCCC(C(=O)NCc1ccco1)N(C(=O)CNS(=O)(=O)c1ccc(Cl)cc1)C1CCCC1 (stereo unspecified)
    ? | -10% | 22% | 42%[activator]
20	c1cncc(-c2nc(-c3ccco3)cs2)c1
    ? | -9% | 5% | -4%
21	COc1ccc2[nH]cc(CCNC(=O)Nc3ccccc3C)c2c1
    ? | 0%[10.9 µM] | 0% | 9%

Next structures.
25	CC(=O)c1sc(NC(=O)c2c(-c3ccccc3)c(-c3ccccc3)nn(C)c2=O)nc1C
26	Cc1oc(-c2cccs2)nc1CS(=O)CC(=O)NCCCN1CC(C)CC(C)C1 (stereo unspecified)
27	COc1ccc(Br)cc1CNC(=O)c1ccc2nc(C(C)C)oc2c1
28	CC(=O)c1ccc(N2CCN(C(=O)CCCn3c(=S)[nH]c4cc5c(cc4c3=O)OCO5)CC2)cc1
29	O=C(CN1CCN(c2ccccn2)CC1)Nc1cc(C(F)(F)F)ccc1Cl
30	CC(=O)OCC1C2CC[C@H]3C(OCc4ccc(F)cc4C(F)(F)F)OC[C@]4(C)[C@H]3C2=C(CN4C(=O)OC(C)(C)C)[C@H](C)C1COC(C)=O (stereo partly specified)

Compound	25	26	27	28	29	30
IkB signaling	?	4.0%	0.8%	5.9%	-0.5%	.
Peg3 imprint	-2%[10.9 µM]	-21%	-12%[10.9 µM]	-6%	-14%	-10%
p53ts 32C kill	1%	-7%	4%	5%	-20%	12%
p53ts 39C kill	?	2%	-12%	-3%	-9%	-10%

31	COc1cc(NC(=O)CCn2nc(C)c(S(=O)(=O)N3CCCCC3)c2C)cc(OC)c1OC
32	COC(=O)c1ccccc1NC(=O)NCc1ccco1
33	CCOc1ccc(NC(=O)CSc2nnc(-c3ccccn3)n2N)cc1
34	Cc1c(C(=O)N2CCOCC2)sc(NC(=O)c2ccc3c(c2)OCO3)c1C#N
35	Cc1oc(-c2ccccc2Cl)nc1CSc1nncn2c1cc1occc12
36	COCCOC(=O)C1=C(C)NC(=O)NC1c1c(OC)ncnc1OC (stereo unspecified)

Compound	31	32	33	34	35	36
IkB signaling	?	2.0%	5.9%	7.1%	-1.4%	-0.8%
Peg3 imprint	3%[10.9 µM]	7%	-10%	.	-12%[10.9 µM]	2%
p53ts 32C kill	-5%	-2%	6%	-7%	9%	4%
p53ts 39C kill	-20%	5%	10%	3%	?	-12%

37	O=c1[nH]c2ccc(S(=O)(=O)N3CCCCC3)cc2o1
38	CCn1c(SCC(=O)Nc2cc(C)on2)nnc1-c1ccc(S(=O)(=O)N2CCCC2)cc1
39	CCC(SC1=Nc2ccccc2C2=NC(CC(C)C)C(=O)N12)C(=O)Nc1ccc2c(c1)OCO2 (stereo unspecified)
40	CCOc1ccc(Nc2oc(-c3ccc(COc4ccc(OC)cc4)o3)nc2C#N)cc1
41	COc1ccc(C(=O)Nc2ccc3c(c2)N(C)C(=O)c2ccccc2S3)cc1OC
42	CCOC(=O)N1CCC(N2CCN(S(=O)(=O)CC)CC2)CC1

Compound	37	38	39	40	41	42
IkB signaling	.	-0.4%	?	-1.3%	-1.3%	1.2%
Peg3 imprint	.	-5%	-18%	-16%[10.9 µM]	-20%[10.9 µM]	.
p53ts 32C kill	2%	3%	-3%	5%	9%	?
p53ts 39C kill	17%	4%	-8%	23%	-14%	2%

43	O=C(c1ccc(Br)cc1)C1CCc2occc2C1=O (stereo unspecified)
44	O=C(Nc1ccccc1C(=O)N1CCCCC1)C1CCCCC1
45	Cc1cccc(Cn2cnc3c(nnn3Cc3ccccc3F)c2=O)c1
46	CC(C)Cn1c(=O)c2ccccc2n2c(CCC(=O)N3CCN(c4ccccc4)CC3)nnc12
47	CSc1nc2sc3c(c2c(=O)n1-c1ccccc1C)CCCC3
48	O=C1c2ccccc2C(=O)N1CCN1CCOCC1

Compound	43	44	45	46	47	48
IkB signaling	0.6%	-0.8%	0.6%	?	-1.8%	0.2%
Peg3 imprint	-14%	-9%	-14%	-7%[10.9 µM]	-12%[10.9 µM]	0%
p53ts 32C kill	-8%	0%	-9%	6%	9%	-7%
p53ts 39C kill	-5%	4%	-5%	-13%	17%	2%

Part of the list above in a different format.
Each structure is followed by: IkB signaling	Peg3 imprint	p53ts 32C kill	p53ts 39C kill
(45) Cc1cccc(Cn2cnc3c(nnn3Cc3ccccc3F)c2=O)c1
→ 0.6%	-14%	-9%	-5%
(46) CC(C)Cn1c(=O)c2ccccc2n2c(CCC(=O)N3CCN(c4ccccc4)CC3)nnc12
→ ?	-7%[10.9 µM]	6%	-13%
(47) CSc1nc2sc3c(c2c(=O)n1-c1ccccc1C)CCCC3
→ -1.8%	-12%[10.9 µM]	9%	17%

Values by screen from above.
Nos. 43–47 in Peg3 imprint read -14%, -9%, -14%, -7%[10.9 µM], -12%[10.9 µM]
Nos. 43–47 in p53ts 32C kill read -8%, 0%, -9%, 6%, 9%
Nos. 43–47 in p53ts 39C kill read -5%, 4%, -5%, -13%, 17%

Carrying on:
49	COc1cc(NS(=O)(=O)c2cc3[nH]c(=O)[nH]c3cc2C)cc(OC)c1OC
50	COc1ccccc1C1NC(=O)NC(C)=C1C(C)=O (stereo unspecified)
51	COc1ccc(CNC(=O)c2ccc3c(c2)N(Cc2ccccc2F)C(=O)c2ccccc2S3=O)cc1 (stereo unspecified)
52	Cc1ccc(S(=O)(=O)N[C@H](C(=O)N2CCC(C(=O)NCC(=O)O)CC2)C(C)C)cc1
53	CCOC(=O)N1CCN(C(=O)COc2cc(=O)n(CC)c3ccccc23)CC1
54	CCOC(=O)c1c(C)[nH]c(CCC(=O)Nc2cc(Cl)ccc2OC)c1C

Compound	49	50	51	52	53	54
IkB signaling	0.8%	0.9%	0.8%	0.4%	6.1%	?
Peg3 imprint	16%[10.9 µM]	-7%	-7%[10.9 µM]	-5%	6%	21%[10.9 µM]
p53ts 32C kill	2%	-1%	13%	-3%	2%	-9%
p53ts 39C kill	-5%	9%	-19%	-1%	-8%	-1%

55	O=S(=O)(c1ccccc1)N1CCN(C2CCCCCCC2)CC1
56	Cc1nn(C)c2c1c(-c1ccccc1)cc(=O)n2Cc1ccc(Cl)cc1
57	CN1CCN(c2ncc3nc(-c4ccc(Cl)cc4)c(=O)n(C4CC4)c3n2)CC1
58	Cc1ccc(CNc2ccc(N3CCOCC3)c(C(=O)O)c2)s1
59	CC(=O)Nc1ccc(S(=O)(=O)N2CCN(c3ccc(C)c(C)c3)CC2)cc1
60	COc1ccc(/C=C/C(=O)Nc2sc3c(c2C(N)=O)CCC(C)C3)cc1OC (stereo unspecified)
61	Cc1ccc(CN(Cc2cc3cc(C)ccc3[nH]c2=O)C(=O)N2CCOCC2)cc1
62	COc1cc(C(c2nnnn2C2CCCC2)N2CCN(C)CC2)cc(OC)c1OC (stereo unspecified)
63	O=C(Nc1ccccc1Oc1ccccc1)c1cnccn1

Compound	55	56	57	58	59	60	61	62	63
IkB signaling	-2.4%	-0.2%	-1.4%[11.4 µM]	0.4%	-0.6%	?	-0.5%	-0.3%	0.6%
Peg3 imprint	-11%	-7%[10.9 µM]	.	-5%	20%[10.9 µM]	29%[10.9 µM]	11%	-10%	-8%
p53ts 32C kill	6%	0%	-11%	-2%	-4%	6%	-4%	-2%	6%
p53ts 39C kill	7%	-16%	-7%	2%	11%	4%	9%	-3%	-1%
